Screening data as filed in PubChem BioAssay.
bCat nuc transl – beta-catenin nuclear translocation modulation; HeLa beta-catenin nuclear translocation, immunofluorescence imaging; nuclear translocation activity, % at 5 µM; 190,000 tested, 0.3% active;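 active means nuclear translocation activity above 50% at 5 µM, with a well cell count of 50 or more; inconclusive means wells under 50 cells across six images, flagged as toxic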;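 further: per-cell ratio of nuclear to cytoplasmic median beta-catenin stain intensity; plate controls were DMSO negative control for no effect and GSK-3 inhibitor IX positive control for full effect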
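System: HeLa cells, endogenous beta-catenin; compound dosing: 5 µM primary single dose, 0.1% DMSO, 0.02–20 µM confirmation series; incubation: 24 h compound exposure at 37°C, 5% CO2; signal: beta-catenin immunofluorescence imaging with DAPI; evaluation: % activation, nuclear-to-cytoplasmic median beta-catenin signal ratio per cell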
WT yeast gro inh – growth inhibition of WT yeast, mitochondrial fusion screen. inhibition, % at 10 µM. AID 1362. mitochondrial fusion phenotypic screen, WT strain. 190,000 tested, 2.1% active; in the data active means inhibition above about 58%; tested in S. cerevisiae
human PMI inhibitors – MPI inhibition at elevated mannose 6-phosphate – biochemical, fluorescence intensity, high mannose 6-phosphate, primary screen (AID 1220); inhibition, % at 20 µM; hits with a dose series show IC50 in µM; recombinant PMI enzyme, coupled fluorescence intensity; higher % means a stronger effect; 190,000 tested, 0.66% active
PMI inhibitors – inhibitors of human PMI, primary screen, biochemical, fluorescence intensity, coupled assay (AID 1209); purified PMI enzyme, coupled fluorescence intensity; higher % means a stronger effect; one-dose inhibition, % at 20 µM; IC50 in µM for titrated hits; 190,000 tested, 0.42% active;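 further: plate controls were DMSO vehicle for no effect and wells lacking substrate for full effect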
MT stabilizer – microtubule stabilization, imaging screen | HeLa tubulin immunostaining HCS, 24 h; share of cells brighter than vehicle mean+2SD | % tubulin-high responders, % at 10 µM | 200,000 tested, 0.83% active | AID 2205;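 active means plate Z-score above 3 for both tubulin-high and condensed-nucleus cell shares, with cell loss under 80%, at 10 µM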;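 further: anti alpha tubulin signal scored within the nucleus-defined area of each cell; some results filed as inactive read as strong as hits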
Dynein cargo inh – blocks dynein driven cargo transport along microtubules | 3617.4 mouse cells, GR-EGFP nuclear translocation imaging; test concentration mostly 20 µM; stimulated with dexamethasone, 1 µM; stronger effect = lower value | z-score, hits read low | 220,000 tested, 0.47% active;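 active means plate z-score of nuclear minus cytoplasmic receptor signal below a set negative limit, without overly bright fluorescence or cell loss, cut at about -3.5 in these data, passing the limit was not always enough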;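 further: z-score of nuclear minus cytoplasmic ring GR-EGFP intensity difference per well; some compounds called inactive have numbers as strong as hits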
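Buffer or medium: Induction medium lacking tetracycline, stripped serum | Also added: Dexamethasone agonist, 1.0 µM final, for 30 min | Timing: 48 h induction, 1 h compound, 30 min dex at 37 °C | Detection: Formaldehyde fixation, Hoechst nuclear stain, 10x automated fluorescence imaging | Measure: Nuclear versus cytoplasmic GR-EGFP signal, averaged per well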
Autophagy HCS – modulators of autophagy; MEF GFP-LC3 puncta imaging; test concentration mostly 10 µM; calls only at 10 µM (by protocol); 190,000 tested, 0.98% active;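 active means percentage of spot-positive cells more than 3 SD above its plate mean, without a fluorescence outlier flag or 80% toxicity; inconclusive means no clear call, values can overlap the other calls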;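 further: spot-positive cell cutoff set from DMSO-treated cells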
Yfh1-depleted yeast – enhancers of respiration in Yfh1-depleted yeast, dose response, Friedreich's ataxia, plus single-dose screen (AID 1465); 220,000 tested, 0.074% active; one-dose fold induction at 50 µM; EC50 in µM for titrated hits; S. cerevisiae Yfh1-off respiration, WST-1 reduction, 72 h; higher fold induction means a stronger effect;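 active means fold induction of absorbance versus untreated yeast above a set limit, then at least 30% activation at any dose in follow-up; inconclusive means repeats straddling the limit, or above it without dose testing; inactive means fold induction below the set limit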;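 further: activators that raise dye reduction in frataxin-depleted yeast; strong numbers were not always called active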
Insulin prom up – MIN6 insulin promoter up-regulation. MIN6 insulin promoter-GFP reporter, high-content imaging; stronger effect = higher value. z-score at 5 µM. 190,000 tested, 0.3% active;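 active means z-score above 3 at 5 µM with at least 500 cells counted in the well; inconclusive means wells under 500 cells, flagged as cytotoxic or low count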
WT yeast gro inh mutant strain – recorded beside WT yeast gro inh, whose call it bears; inhibition, %; mitochondrial fusion phenotypic screen, mutant strain inhibition
Dynein cargo inh cytoplasmic EGFP – second read-out of Dynein cargo inh, no call of its own (marks repeat the call); z-score; measured here: cytoplasmic GR-EGFP intensity; stronger effect = higher value
Dynein cargo inh nuclear GR-EGFP – also measured in Dynein cargo inh; calls as there; z-score; measured here: nuclear GR-EGFP intensity;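 lower value marks the stronger effect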
Dynein cargo inh cell count – recorded beside Dynein cargo inh, whose call it bears; z-score; measured here: cell count per field
Insulin prom up cell count – also measured in Insulin prom up; calls as there; cell count; measured here: cytotoxicity, nuclei count;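 total cells summed across four imaged fields per well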
bCat nuc transl cell count 5 µM – second read-out of bCat nuc transl, no call of its own (marks repeat the call); cell count; measured here: cell count, cytotoxicity flag
MT stabilizer Hoechst-high % – second read-out of MT stabilizer, no call of its own (marks repeat the call); % Hoechst-high responders; measured here: nuclear condensation Hoechst responders;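 share of cells brighter than vehicle mean plus two SD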
MT stabilizer cytotoxicity % – second read-out of MT stabilizer, no call of its own (marks repeat the call); toxicity, %; measured here: cytotoxicity by cell density;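 0% = mean cell density of plate MIN control wells and 100% = no cells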
Autophagy HCS cell loss 18 h – further read-out of Autophagy HCS, marked with its call; toxicity, %; measured here: cell loss, nuclei count;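 cell loss after 18 h compound exposure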
* marks the source's active call; other numbers are inactive results; i = inactive; ? = inconclusive; · = not tested or not shown. Unless noted, no stated cut-off is given here; in the data, active means inhibition above about 50%; inactive means the rest.

SMILES | bCat nuc transl | bCat nuc transl cell count 5 µM | WT yeast gro inh | WT yeast gro inh mutant strain | human PMI inhibitors | PMI inhibitors | MT stabilizer | MT stabilizer Hoechst-high % | MT stabilizer cytotoxicity % | Dynein cargo inh | Dynein cargo inh cytoplasmic EGFP | Dynein cargo inh nuclear GR-EGFP | Dynein cargo inh cell count | Autophagy HCS | Autophagy HCS cell loss 18 h | Yfh1-depleted yeast | Insulin prom up | Insulin prom up cell count
c1ccc(Cn2ncc3c(Nc4ccccc4)ncnc32)cc1 | 0.5 | 1311 | · | · | · | · | · | · | · | -0.98 | -0.23 | -0.11 | 0.22 | · | · | i | -0.62 | 1041
CN1CCN(c2ccc([N+](=O)[O-])cc2C(=O)N2CCCCC2)CC1 | -3.5 | 569 | 6 | -11 | -8% | -7% | 3.5 | 3.2 | 2.9 | -0.53 | -0.12 | -0.54 | 0.74 | i | -1 | i | -0.42 | 1383
COc1cccc(-n2nc3c(-n4ncc(C#N)c4N)nnc(C)c3c2C)c1 | 0.7 | 1017 | -8 | 7 | 9% | 8% | 3.6 | 2.4 | 6.5 | 0.5 | -0.21 | 0.17 | 0.38 | i | -3 | i | -0.02 | 1156
COc1ccc(C(=S)N2CCN(c3cccc(Cl)c3)CC2)c(OC)c1 | 107* | 128* | 33 | 40 | 7% | 21% | 18* | 60* | 33* | -0.38 | -0.35 | -0.13 | 1.1 | i | 13 | i | -0.53 | 1096
C=CCNC(=S)NNC(=O)c1cccnc1 | -0.8 | 1293 | · | · | · | · | · | · | · | -0.53 | -0.2 | 0.58 | -0.21 | · | · | i | -0.21 | 1114
CCOC(=O)CCn1nc(-c2ccc(Cl)cc2)cc1N | · | · | 0 | -2 | 2% | 6% | 10 | 2.6 | 5.4 | -0.16 | -0.21 | 0.15 | 0.059 | i | 29 | i | 0.13 | 845
O=C(CSC1CCCCC1)N1CCN(c2ccccc2)CC1 | -2.8 | 1227 | 10 | 15 | 5% | 12% | 1.5 | 1.7 | 5.7 | 0.16 | 1.7 | 1.2 | 0.23 | i | -2 | · | -0.57 | 1208
COC(=O)c1ccc([C@H]2C=C(C(=O)O)O[C@@H](OCc3ccc(CO)cc3)C2)cc1 | 0.2 | 1171 | · | · | · | · | · | · | · | -0.46 | -0.79 | -0.19 | 0.56 | · | · | i | 0.12 | 932
O=C(c1ccncc1)N1N=C(C2CC2)CC1(O)C(F)(F)F (stereo unspecified) | 0.5 | 1101 | -2 | -3 | 3% | 11% | 2.4 | 1.7 | 11 | -0.84 | -0.24 | -0.29 | 0.42 | i | 4 | i | 0.19 | 1392
COc1cc(NC(=O)CN(C)S(=O)(=O)c2ccc3nc(C)sc3c2)cc(OC)c1 | -5.7 | 673 | 5 | 5 | -1% | -1% | 1.2 | 1.3 | 4.1 | -0.25 | -0.085 | 0.65 | -0.39 | i | 12 | i | · | ·
O=C(NCCc1ccccc1)c1ccc(=O)[nH]c1 | -2.0 | 1313 | 36 | 7 | -10% | 1% | 3.7 | 1.5 | 6.2 | 0.68 | -0.18 | 1.4 | -0.22 | i | -25 | i | 2.7 | 1496
Cc1ccc(C)c(NC(=S)NC(NC(=O)Cc2ccccc2)C(Cl)(Cl)Cl)c1 (stereo unspecified) | -1.9 | 1236 | -5 | -9 | -10% | -14% | 1.5 | 1.3 | 8.6 | 0.51 | -0.088 | 1.1 | -0.22 | i | -10 | i | · | ·
COc1cc(C(=O)NCCC(=O)NCCN2CCOCC2)cc(OC)c1OC | · | · | -17 | -6 | -3% | 1% | 6.0 | 3.3 | 7.2 | -0.92 | -0.2 | -0.23 | 0.059 | i | 9 | i | 0.05 | 1523
CCSc1nnc(NC(=O)C(Cc2ccccc2)n2cccc2)s1 (stereo unspecified) | · | · | 1 | -10 | -11% | -2% | 3.5 | 2.6 | 0.3 | 0.56 | 0.13 | 0.55 | -0.051 | i | 4 | i | -0.58 | 960
Cc1ccc(-c2nnn(CC(=O)N(Cc3ccccc3)C(C(=O)NC3CCCC3)c3ccncc3)n2)o1 (stereo unspecified) | -8.5 | 1031 | -29 | -12 | -1% | -16% | 5.6 | 3.0 | 4.0 | 0.41 | -0.23 | 0.53 | -1.3 | i | 7 | i | -1.7 | 1424
O=C(C1CCN(S(=O)(=O)c2cnc[nH]2)CC1)N(CCc1ccccc1)Cc1ccccc1 | -0.9 | 1155 | -9 | -3 | 6% | 8% | 4.4 | 1.7 | 0.4 | -0.19 | -0.25 | 0.096 | 0.56 | i | -22 | i | · | ·
CCSc1n[nH]c(=O)[nH]c1=O | -6.7 | 1014 | 7 | -15 | 7% | 6% | 3.8 | 2.5 | 6.4 | 1.5 | -0.13 | 1.3 | -0.11 | i | 7 | i | -0.47 | 1370
CCC(=O)Nc1ccc(NC(=S)NC(=O)c2cc3ccccc3o2)cc1 | -1.1 | 514 | 7 | 19 | 5% | 5% | 3.2 | 1.7 | 1.0 | 2 | -0.25 | 1.2 | -1.7 | i | 14 | i | -0.16 | 1271
CC(=O)NC(CCCCNC(=S)NC1CCCCC1)C(=O)O (stereo unspecified) | 0.4 | 1580 | 0 | -13 | -1% | 4% | 3.5 | 1.5 | 8.0 | -0.39 | -0.22 | -0.24 | 1.3 | i | 12 | i | 0.63 | 1476
N#C/C(=C\c1ccccn1)c1nc2ccccc2s1 | 4.2 | 1434 | 59* | 49* | 7% | 1% | 4.2 | 3.3 | 0.7 | 8.2 | 12 | 7.6 | -1.5 | i | 11 | i | · | ·
CC(=O)Nc1ccc(N2C(=O)c3cccc(NC(C)=O)c3C2=O)cc1 | · | · | -13 | 5 | -11% | -9% | 3.9 | 2.0 | 1.5 | -0.74 | -0.21 | 0.28 | 0.62 | i | -5 | i | -0.15 | 1315
COc1ccc2c(c1)[nH]c1c(=O)n(CCN3CCCC3)cnc12 | -7.4 | 1207 | 4 | 9 | -2% | 3% | 5.5 | 2.2 | 8.9 | -0.026 | -0.26 | 0.26 | 0.59 | i | 16 | i | -1.1 | 806
Cc1nc(-c2ccc(NC(=O)c3cccs3)cc2)cs1 | 0.4 | 1049 | 21 | 13 | 9% | 10% | 5.9 | 2.0 | 2.7 | -1.5 | 3.3 | -0.81 | -3.6 | i | 25 | i | -0.3 | 1275
O=C(C1CCCN(S(=O)(=O)c2cccc3cccnc23)C1)N1CCc2ccccc21 (stereo unspecified) | -6.5 | 1239 | -4 | -12 | 0% | -12% | 6.6 | 3.0 | 7.0 | 1.2 | 0.064 | 1 | -1.1 | i | -1 | i | -0.21 | 1072
CC(/C=C/c1ccc(N(C)C)cc1)=N/N=C1/NC(=O)CC(C(=O)Nc2ccc(Cl)cc2)S1 (stereo unspecified) | 4.8 | 474 | 19 | 17 | 34% | 22% | 1.3 | 1.9 | 9.0 | -0.3 | 0.048 | -0.44 | 0.38 | i | -7 | ? | 1.4 | 1310
Cc1ccc(C)c(S(=O)(=O)NCc2ccc(C(=O)N3CCN(C)CC3)cc2)c1 | 0.3 | 902 | -8 | -7 | -7% | -1% | 2.6 | 1.0 | 20 | -0.89 | -0.23 | -0.22 | 0.88 | i | 2 | i | 1.1 | 1223
COc1cc([N+](=O)[O-])ccc1NC(=O)CCCOc1cccc(C)c1 | 1.9 | 1452 | 8 | -7 | 23% | 18% | 3.7 | 2.1 | 0.5 | -0.23 | -0.2 | -0.38 | 0.4 | i | -18 | i | 0.64 | 1466
CCc1ccccc1NC(=S)N(Cc1ccc(C(=O)O)cc1)Cc1ccc(OC)c(OC)c1 | -1.9 | 1119 | -12 | -15 | -15% | -16% | 2.9 | 2.9 | 3.3 | -0.58 | -0.29 | -0.23 | 0.62 | i | -26 | i | -0.73 | 1191
O=C(CSc1nnc(COc2ccc(Cl)cc2)n1Cc1ccco1)c1ccccc1F | -2.1 | 852 | 2 | 3 | 6% | 2% | 2.5 | 2.7 | 7.0 | -0.76 | -0.41 | -0.42 | 0.45 | i | 7 | i | -0.21 | 1336
